PhoP inhibition – PhoP-dependent GFP reporter repression – Salmonella Typhimurium, primary screen (AID 1863) | one-dose inhibition, % at 50 µM; IC50 in µM for titrated hits | S. Typhimurium PhoP-regulated promoter GFP reporter, 4 h; higher % means a stronger effect | actives 0.16% (n = 300,000);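 active = inhibition over 29.93%, a cutoff 3 SD above the screen mean, later confirmed by dose response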;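 note: 0% = low Mg2+ inducing control and 100% = high Mg2+ repressing control; strong numbers were not always called active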
P. falciparum M17LAP – P. falciparum M17LAP inhibitors, primary screen, biochemical, fluorogenic H-Leu-NHMec substrate, 1536-well (AID 1619); recombinant M17LAP, H-Leu-NHMec fluorogenic kinetic assay; higher % means a stronger effect; inhibition, % at 30 µM, or IC50 in µM where a hit was titrated; actives 0.38% (n = 220,000);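 active = compound inhibiting the enzyme by more than half at any dose during confirmatory dose-response retesting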;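 note: plate controls were full reaction with DMSO carrier for no effect and no enzyme background for full effect; strong numbers were not always called active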
West Nile virus CPE – inhibition of WNV-induced cytopathic effect – cell-based, CPE readout (AID 1621); West Nile virus-infected cells, CPE inhibition; higher % means a stronger effect; CPE inhibition, % at 10 µM; hits with a dose series show IC50 in µM; actives 0.02% (n = 290,000); in the data active = a potency from the dose series; note: strong numbers were not always called active
PMI inhibition – human PMI inhibitors, high substrate, primary screen, biochemical, fluorescence intensity, high mannose 6-phosphate (AID 1220); inhibition, % at 20 µM, or IC50 in µM where a hit was titrated; actives 0.66% (n = 190,000); recombinant PMI enzyme, coupled fluorescence intensity; higher % means a stronger effect; in the data active = inhibition above about 50%
CSM14.1 death rescue – protection against thapsigargin-triggered cell killing – 384-well, CSM14.1, ATP luminescence, primary screen (AID 1222); cellular ATP content (survival), % at 20 µM, or EC50 in µM where a hit was titrated; CSM14.1 thapsigargin-induced death rescue, ATP luminescence; higher % means a stronger effect; 190,000 tested, under 10 active;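 active = EC50 below 50 µM in the dose-response confirmation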;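 note: death triggered by thapsigargin at about 15 µM added after 2 h compound pretreatment; cell ATP read after overnight thapsigargin exposure of roughly 18 to 22 hours; normalized against plate controls of thapsigargin alone and 5% DMSO vehicle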
P. falciparum M1AAP – P. falciparum M1AAP inhibitors, biochemical, fluorogenic H-Leu-NHMec substrate, 1536-well (AID 1445); recombinant M1AAP, H-Leu-NHMec fluorogenic kinetic assay; higher % means a stronger effect; one-dose inhibition, % at 30 µM; IC50 in µM for titrated hits; actives 0.42% (n = 220,000);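 active = primary inhibition above the hit cutoff, then over 50% inhibition at one or more dose response concentrations, cut at about 23% in these data, passing the limit was not always enough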;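 note: plate controls were DMSO full reaction for no effect and no enzyme background for full effect; strong numbers were not always called active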
XIAP displacement – XIAP antagonists, biochemical, IAP family, fluorescence polarization (AID 1018); actives 0.007% (n = 200,000); displacement, % at 20 µM, or IC50 in µM where a hit was titrated; XIAP BIR domain, fluorescence polarization peptide displacement; higher % means a stronger effect; in the data active = displacement above about 50%; note: a part of the inactive calls stands beside numbers as strong as those of hits
SIAH1 antagonists – blockers of Siah-1 interaction with plectin peptide – biochemical, fluorescence polarization, rhodamine-plectin, uHTS, primary screen (AID 1817). Siah-1 / rhodamine-plectin peptide fluorescence polarization; higher % means a stronger effect. displacement, % at 20 µM; hits with a dose series show IC50 in µM. actives 0.02% (n = 290,000);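 active = displacement of at least 50% at 20 µM, with a fluorescence ratio check between 0.3 and a set limit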;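 note: plate controls were Siah plus tracer with DMSO for no effect and tracer alone without Siah for full effect; strong numbers were not always called active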
Yfh1-depleted yeast – mitochondrial function rescue without frataxin homolog – Friedreich's ataxia, plus single-dose screen, dose response (AID 1465). S. cerevisiae Yfh1-off respiration, WST-1 reduction, 72 h; higher fold induction means a stronger effect. fold induction at 50 µM, or EC50 in µM where a hit was titrated. actives 0.074% (n = 220,000);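 active = fold induction of absorbance versus untreated yeast above a set limit, then at least 30% activation at any dose in follow-up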;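 note: activators that raise dye reduction in frataxin-depleted yeast; strong numbers were not always called active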
* hit, by the source's call; i = inactive; · = not tested or not shown. Outcome played no part in choosing rows; any-hit rate near 1.6%.

SMILES	PhoP inhibition	P. falciparum M17LAP	West Nile virus CPE	PMI inhibition	CSM14.1 death rescue	P. falciparum M1AAP	XIAP displacement	SIAH1 antagonists	Yfh1-depleted yeast
COc1ccc(-c2cc(C(=O)NCc3cccnc3)no2)cc1	11%	15%	-1.2%	5%	-1.6%	0%	-0.6%	2%	i
CCOc1ccc(-n2cnnn2)cc1S(=O)(=O)N1CCCCC1	9%	10%	0.0%	34%	-0.3%	7%	-3.7%	4%	i
CCOC(=O)C1(Cc2cccc(F)c2)CCN(C(=O)c2cnc(C)cn2)CC1	1%	13%	-1.4%	11%	0.5%	3%	-8.3%	-5%	i
Cc1ccc(NCc2nnc(SCCN3CCCCC3)n2CC2CCCO2)c(C)c1 (stereo unspecified)	16%	1%	-0.7%	-8%	-0.1%	5%	-8.1%	1%	i
Cc1ccc(-n2c(SCC(=O)N3CCOCC3)nnc2-c2cccnc2)cc1	15%	4%	-0.6%	8%	-2.6%	6%	-20%	-2%	i
Cn1c(=O)c(C(=O)COC(=O)c2cc(-c3ccccc3)nc3ccccc23)c(N)n(Cc2ccccc2)c1=O	-4%	-10%	·	-8%	-0.6%	4%	-5.6%	-1%	·
CCOC(=O)c1sc2nc(C)cc(-c3ccccc3)c2c1N	-7%	-24%	-0.4%	-1%	-1.8%	-2%	-4.6%	-1%	i
O=C(O)/C=C\C(=O)Nc1ccccc1C(=O)NC1CCCCC1	1%	-34%	-0.3%	-25%	0.8%	0%	-6.4%	2%	i
NC(=O)c1ccc(NC(=O)CSc2nnc(-c3ccccn3)n2N)cc1	-4%	-2%	0.5%	2%	-0.3%	3%	0.2%	8%	i
Cc1[nH]c2ccccc2c1CN1CCC(Cc2ccccc2)CC1	10%	-2%	-1.3%	-16%	·	-3%	-8.5%	3%	i
COc1ccc(-c2noc(CN(Cc3nccn3C)C(C)C)n2)cc1	-6%	8%	-0.6%	·	·	1%	·	-3%	i
CCOCc1nnc(NC(=O)c2cc(OC)c(OC)c(OC)c2)s1	·	·	-0.7%	11%	-0.5%	·	-2.8%	-2%	i
CCCCN1C(=O)N(C)C2C1N(C)C(=O)N2CCCC (stereo unspecified)	0%	-13%	0.0%	8%	0.0%	4%	-4.4%	1%	i
CCCOc1cccc(C(=O)Nc2cc(NC(=O)c3ccco3)ccc2OC)c1	-9%	9%	-0.2%	9%	·	9%	-3.2%	3%	i
O=C(Nc1ccccc1)C1=C[C@@H](C2CC2)C[C@@H](OCc2ccc(CO)cc2)O1	-7%	5%	·	-4%	-1.2%	6%	-6.7%	1%	·
O=C(CCN1C(=O)c2ccccc2C1=O)N1CCOCC1	10%	-12%	1.1%	0%	-2.4%	-2%	-3.5%	6%	i
O=C(Nc1ccc(F)cc1)Nc1ccccc1N1CCCCC1	-5%	1%	-0.7%	·	·	11%	·	2%	i
Brc1c(-c2ccccc2)nc2n1Cc1ccccc1-2	-5%	-7%	-0.3%	·	·	-2%	·	-6%	i
CC(=O)NC1=NC(=O)/C(=C/c2cc(C)n(-c3ccc(NC(C)=O)cc3)c2C)S1	-6%	-1%	0.4%	15%	-2.4%	10%	-6.6%	-8%	i
CC(C)c1cc(-c2n[nH]c(=S)n2Cc2ccccc2)cs1	2%	-10%	-0.7%	7%	-0.8%	-2%	-2.2%	0%	i
Oc1ccc2ccccc2c1CN1CCOCC1	-10%	-1%	-0.3%	·	·	6%	·	2%	i
O=C1C2C3C=CC(C3)C2C(=O)N1c1ccccc1OS(=O)(=O)c1ccccc1 (stereo unspecified)	9%	-2%	-0.7%	-5%	0.1%	6%	-8.5%	-5%	i
O=C(NC1CCCCCC1)c1ccc(N2CCCC2=O)cc1	-8%	-17%	-0.2%	6%	-3.5%	7%	-9.9%	2%	i
CN(CC(=O)N1CCOCC1)C(=O)CSc1nc2ccccc2s1	-4%	3%	-0.7%	-8%	·	2%	-3.8%	-1%	i
O=C(C1CCN(S(=O)(=O)N2CCC3(CC2)OCCO3)CC1)N1CCOCC1	1%	14%	0.6%	-4%	-0.5%	-2%	-3.9%	2%	i

The final five compounds of the section above open the next one:
SMILES	PhoP inhibition	P. falciparum M17LAP	West Nile virus CPE	PMI inhibition	CSM14.1 death rescue	P. falciparum M1AAP	XIAP displacement	SIAH1 antagonists	Yfh1-depleted yeast
Oc1ccc2ccccc2c1CN1CCOCC1	-10%	-1%	-0.3%	·	·	6%	·	2%	i
O=C1C2C3C=CC(C3)C2C(=O)N1c1ccccc1OS(=O)(=O)c1ccccc1 (stereo unspecified)	9%	-2%	-0.7%	-5%	0.1%	6%	-8.5%	-5%	i
O=C(NC1CCCCCC1)c1ccc(N2CCCC2=O)cc1	-8%	-17%	-0.2%	6%	-3.5%	7%	-9.9%	2%	i
CN(CC(=O)N1CCOCC1)C(=O)CSc1nc2ccccc2s1	-4%	3%	-0.7%	-8%	·	2%	-3.8%	-1%	i
O=C(C1CCN(S(=O)(=O)N2CCC3(CC2)OCCO3)CC1)N1CCOCC1	1%	14%	0.6%	-4%	-0.5%	-2%	-3.9%	2%	i
Cc1ccc(C)c(S(=O)(=O)NCc2ccc(C(=O)N3CCCCCC3)cc2)c1	13%	3%	-1.0%	-2%	-0.9%	-4%	-2.9%	16%	i
O=C1CC(Sc2ncccn2)C(=O)N1c1ccccc1 (stereo unspecified)	-6%	6%	0.0%	-11%	-0.7%	2%	-3.7%	-4%	i
O=C(Nc1cccc(-c2nnco2)c1)c1cccs1	2%	3%	0.0%	·	·	-5%	·	-2%	i
Cc1nc2ccccc2c(=O)n1/N=C/c1ccccn1	-3%	9%	-0.4%	12%	0.0%	3%	-3.1%	-2%	i
CCOc1ccc2[nH]c(=O)c(CN(Cc3cccnc3)C(=O)Nc3ccccc3OC)cc2c1	-2%	9%	0.1%	5%	-1.6%	1%	-3.9%	3%	i
O=C(CNC(=O)c1cccc(F)c1)N/N=C/c1ccc([N+](=O)[O-])s1	-3%	1%	-1.3%	18%	0.1%	8%	0.9%	9%	i
CCc1nc2cc([N+](=O)[O-])c([N+](=O)[O-])cc2[nH]1	17%	20%	-1.0%	0%	-0.6%	4%	-3.1%	0%	i
N#C/C(=C\c1ccc(-c2ccc(F)cc2)o1)C(=O)Nc1nc(-c2cccs2)cs1	27%	0%	-0.5%	31%	-1.8%	-5%	-9.2%	12%	i
CCCC1(C(=O)OCC)NC(c2ccc(O)cc2)C2C(=O)N(c3ccc4c(c3)OCCO4)C(=O)C21 (stereo unspecified)	5%	-4%	-0.1%	-7%	6.0%	0%	-5.2%	-1%	i
Cc1cc2nc(CN(C)Cc3c(C(=O)N(C)C)nc4ccc(Cl)cn34)[nH]c2cc1C	-6%	-13%	-0.8%	3%	0.9%	5%	-1.3%	8%	i
O=C(NCc1cccnc1)/C(=C/c1ccc(-c2cccc(Cl)c2)o1)S(=O)(=O)c1ccccc1	-8%	6%	-0.9%	-4%	-1.2%	21%	-6.6%	4%	i
COc1ccc(C(=O)/C=C/c2ccccc2)c(O)c1	-1%	0%	2.1%	6%	4.3%	-1%	-5.4%	1%	i
CCOC(=O)N1CCN(C(=O)/C(=C/c2cccc3ccccc23)NC(=O)c2ccc(OC)cc2)CC1	-5%	2%	·	21%	0.1%	4%	-8.3%	5%	i
COC(=O)c1cc(C(=O)c2ccc(C(C)(C)C)cc2)c[nH]1	-1%	3%	-0.2%	10%	2.4%	-2%	-1.0%	5%	i
CCOCC(=O)N1CCc2ccccc21	7%	-8%	-0.1%	6%	0.1%	4%	-3.6%	0%	i
COc1ccc(NS(=O)(=O)c2ccc(C)c(C(=O)O)c2)cc1	-3%	-64%	0.6%	-2%	-0.7%	10%	-5.6%	2%	i
CN1CCN(NC(=O)c2cc(-c3ccccn3)nc3ccccc23)CC1	4%	6%	-0.5%	9%	-1.8%	7%	-5.5%	-6%	i
CCn1c(Cc2ccccc2)nnc1SCC(=O)Nc1ccccc1F	-2%	4%	-0.2%	16%	-1.6%	6%	-12%	2%	i
CC(=O)c1ccc(S(=O)(=O)N2CCN(C(C)=O)CC2)cc1	-4%	11%	1.1%	-3%	1.0%	-2%	-8.2%	0%	i
CCOC(=O)C1=C(C)OC(N)=C(C(=O)OCC)C1c1ccncc1 (stereo unspecified)	2%	-10%	1.1%	-6%	2.5%	2%	-1.4%	1%	i
COc1ccc2c(c1)c1ncn(CCN3CCCCC3)c(=O)c1n2C	11%	-53%	-1.1%	6%	-1.3%	2%	-5.7%	-10%	i
Cc1cc(C(=O)N/N=C/C=C/c2ccc([N+](=O)[O-])cc2)n[nH]1	-9%	4%	-0.8%	10%	-0.2%	10%	1.1%	-3%	i
C(=C\c1ccccn1)/c1ccncc1	3%	11%	0.4%	·	·	1%	·	-5%	i
Fc1ccc(-c2csc3ncnc(Nc4ccc(N5CCOCC5)cc4)c23)cc1	20%	-4%	-0.3%	7%	5.3%	4%	-2.0%	0%	i
Cc1ccc(OCc2nnc(SCC(=O)Nc3ccc4c(c3)OCO4)n2C)cc1	29%	3%	0.3%	12%	·	9%	-4.5%	3%	i
Next part
SMILES	PhoP inhibition	P. falciparum M17LAP	West Nile virus CPE	PMI inhibition	CSM14.1 death rescue	P. falciparum M1AAP	XIAP displacement	SIAH1 antagonists	Yfh1-depleted yeast
C/C(=N\NC(=O)Cn1cc([N+](=O)[O-])cn1)c1ccc(O)cc1	-4%	11%	0.1%	·	·	8%	·	6%	i
CCOc1ccc(C(=O)OCn2nnc3ccccc3c2=O)cc1OC	6%	-4%	0.1%	24%	-2.2%	1%	-1.7%	-5%	i
COc1ccc(CCNC(=O)COC(=O)c2ccc(Br)o2)cc1OC	-17%	-5%	0.5%	1%	0.3%	6%	-3.7%	-1%	i
O=C(CSc1nc2c(sc3ccccc32)c(=O)n1CCCN1CCCC1)NCc1ccco1	4%	-48%	-1.1%	3%	-0.1%	11%	-2.3%	7%	i
Cc1ccc(Cn2nnc3c(=O)n(CC(=O)N4CCCCC4)cnc32)cc1	18%	1%	-0.3%	7%	-1.2%	4%	-3.0%	0%	i
Cc1cc(Nc2ccc(F)cc2F)n2ncnc2n1	-5%	-7%	·	9%	-3.3%	6%	-6.6%	-2%	·
CCNc1c([N+](=O)[O-])c(=O)oc2ccccc12	-1%	4%	-0.1%	6%	-0.3%	8%	-2.9%	1%	i
O=C(NC1(N2CCOCC2)CC1)c1ccc(Cl)cc1	4%	15%	0.1%	·	·	22%	·	0%	i
O=C(NCCc1nnc2ccc(NCc3ccc(Cl)cc3)nn12)c1ccccc1	-4%	31%	-0.6%	3%	0.1%	6%	-1.7%	8%	i

2 entries from above, with two lines to a compound:
Fields – PhoP inhibition	P. falciparum M17LAP	West Nile virus CPE	PMI inhibition	CSM14.1 death rescue	P. falciparum M1AAP	XIAP displacement	SIAH1 antagonists	Yfh1-depleted yeast
- CN(CC(=O)N1CCOCC1)C(=O)CSc1nc2ccccc2s1
  -4%	3%	-0.7%	-8%	·	2%	-3.8%	-1%	i
- O=C(C1CCN(S(=O)(=O)N2CCC3(CC2)OCCO3)CC1)N1CCOCC1
  1%	14%	0.6%	-4%	-0.5%	-2%	-3.9%	2%	i

Assay outcomes from PubChem.
